# Screens from PubChem BioAssay.
# CaV13 FRET inh – Disruptors of the CACNA1D IQ motif to Ca2+-dependent inactivation inhibitor domain association, primary screening, Förster resonance energy transfer in intact living …; HEK cells, CFP/YFP FRET ICDI-IQ, plate reader, 10 min; percent FRET-ratio fall versus neutral wells; inhibition, % at 12.3 µM; 340,000 tested, 0.098% active; AID 743397;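 active = mean replicate inhibition of at least 30% and at least 1% of replicates passing that level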;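 note: 0% = median of the neutral control wells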
# aDG glyco up – activators of alpha-DG glycosylation, primary screen, uHTS, Pro5-aDG cells, AlphaScreen; activation, % at 10 µM; alpha-DG glycosylation AlphaScreen (IIH6); 0% Pro5, 100% B10-LARGE cell signal; 360,000 tested, 0.22% active;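 active = activation of at least 8% versus controls, or a plate z-score of at least 8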;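 note: Pro5 are CHO cells carrying HIG-tagged alpha-DG that lacks glycosylation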
# PDI turbidity – inhibitors of human PDI, primary screen, biochemical, turbidity, single point, plate reader; Protein disulfide-isomerase (Homo sapiens), P07237; PDI insulin aggregation turbidity, A650, 90 min; inhibition, % at 10 µM; 350,000 tested, 0.052% active;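 active = mean inhibition across replicates of 30% or more, whatever share of single replicates reach that level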;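 note: absorbance from insulin aggregation driven by PDI reduction with DTT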
# Target sequence (P07237 whole entry, looked up): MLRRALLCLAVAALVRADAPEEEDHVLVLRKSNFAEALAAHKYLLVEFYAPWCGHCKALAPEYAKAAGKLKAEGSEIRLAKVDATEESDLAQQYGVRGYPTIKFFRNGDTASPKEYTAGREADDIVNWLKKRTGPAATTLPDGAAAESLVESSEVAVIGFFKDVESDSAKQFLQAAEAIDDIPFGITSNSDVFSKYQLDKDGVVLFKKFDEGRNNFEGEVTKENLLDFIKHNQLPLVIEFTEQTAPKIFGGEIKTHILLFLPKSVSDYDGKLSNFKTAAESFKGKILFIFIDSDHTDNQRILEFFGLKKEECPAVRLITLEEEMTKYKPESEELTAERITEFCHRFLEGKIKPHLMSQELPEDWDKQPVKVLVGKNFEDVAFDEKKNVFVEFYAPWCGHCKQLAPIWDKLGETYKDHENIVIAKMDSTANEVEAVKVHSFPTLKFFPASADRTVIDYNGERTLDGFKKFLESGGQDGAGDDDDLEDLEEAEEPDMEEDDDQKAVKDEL
# MC4R antagonist – MC4R antagonists of cAMP signaling, primary screen, cell-based, TR-FRET, antagonist arm of biased-ligand search | Melanocortin receptor 4 (Homo sapiens), P32245 | MC4R-expressing cells, MTII-stimulated cAMP, LANCE TR-FRET | AID 540295, 2011 | 360,000 tested, 0.48% active | inhibition, % at 6.5 µM;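 active = inhibition above its plate's cutoff, the mean of tested wells on that plate plus 3 SD, cut at about 29% in these data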;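 note: 0% = Melanotan II alone and 100% = Melanotan II plus saturating MCL0020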
# Target sequence (P32245 whole entry, looked up): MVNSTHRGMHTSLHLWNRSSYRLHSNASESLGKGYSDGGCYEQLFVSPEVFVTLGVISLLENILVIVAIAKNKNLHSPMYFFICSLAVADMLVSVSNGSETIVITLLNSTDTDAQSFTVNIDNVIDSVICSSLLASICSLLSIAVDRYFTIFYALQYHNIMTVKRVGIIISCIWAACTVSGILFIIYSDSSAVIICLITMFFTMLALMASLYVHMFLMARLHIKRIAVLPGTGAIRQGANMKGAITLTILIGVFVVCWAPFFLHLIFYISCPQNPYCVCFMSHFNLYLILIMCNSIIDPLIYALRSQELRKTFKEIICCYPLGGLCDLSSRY
#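 Material – human MC4R-expressing U2OS cells · Repeats – no replicates · Detection – TR-FRET with Eu-cAMP and labeled anti-cAMP, 671 nm · Times – compound 30 min, challenge 1 h, detection 1 h · Compound – single nominal compound dose of 6.5 µM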
# Vif imaging – HIV Vif self-association inhibitors, primary screen, imaging, HEK293T, single point. HEK293T cells, Vif self-association by quenched fluorescence, 24 h. AID 602346, 2012. inhibition, % at 7.49 µM. 340,000 tested, 0.35% active; in the data active = inhibition above about 50%, passing the limit was not always enough; note: some results filed as inactive read as strong as hits
# N-glyco inh – increase of ERlucT glycosylation luciferase signal, primary screen, N-linked glycosylation inhibitor project, D54 ERlucT cells, luminescence, set 2 | D54 ERlucT glycosylation luciferase reporter, 24 h; percent of 100 nM tunicamycin response | reporter increase, % at 12.5 µM | 360,000 tested, 0.23% active | AID 588692, 2011;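 active = mean luciferase reporter signal, scaled so untreated is 0 and the glycosylation-blocking control 100, at or above a set limit in every replicate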;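 note: luciferase carries N-glycosylation sites so blocking glycosylation raises the light; 0% = median of neutral control wells and 100% = median of 100 nM tunicamycin wells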
# HTR2A ag – mouse Htr2a agonists via beta-arrestin recruitment, primary screen, cell-based, luminescence; CHO-K1 mHTR2A beta-arrestin complementation; percent of 30 µM serotonin response; activation, % at 7.6 µM; 360,000 tested, 0.66% active; AID 624169, 2012;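 active = activation above a run cutoff, the mean activation of all tested compounds plus 3 SD, cut at about 14% in these data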;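 note: 0% = plate median of compound wells and 100% = 30 µM serotonin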
# MC4R ag barr – MC4R agonists recruiting beta-arrestin, primary screen, cell-based, luminescence, agonist arm of biased-ligand search; AID 540308, 2011; activation, % at 8.9 µM; U2OS MC4R beta-arrestin complementation; percent of melanotan II response, DMSO zero; 360,000 tested, 0.98% active; Melanocortin receptor 4 (Homo sapiens), P32245;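 active = activation above a per-plate cutoff, the mean activation of sample wells on that plate plus 3 SD, cut at about 8% in these data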
# H9c2 protect – cardioprotection against H2O2-induced cell death, primary screen, uHTS, H9c2 cells, ATPLite luminescence | AID 588492, 2011 | 360,000 tested, 0.63% active | protection from H2O2 cell death, % at 20 µM | H9c2 cardiomyocytes, H2O2 injury protection, 2 h;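 active = compounds giving at least 50% protection of heart cells from peroxide-induced death in the single-dose screen, raw or plate-pattern-corrected value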;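 note: 0% = DMSO wells with peroxide and 100% = DMSO wells without peroxide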
# ABCB6 inh MLPCN – ABCB6 transporter inhibitors, primary screen, K562-ABCB6 cells, flow cytometry, MLPCN library | ATP-binding cassette sub-family B member 6 (Homo sapiens), Q9NP58 | K562-ABCB6 porphyrin accumulation, 1 h; active compounds read low | fluorescence ratio to DMSO, % at 10 µM | 360,000 tested, 0.19% active;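 active = fluorescence ratio to DMSO below 75%, the collection mean minus 3 SD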;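 note: signal is porphyrin accumulated inside mitochondria; 100% equals median channel fluorescence of DMSO control wells; lower ratio means ABCB6 inhibition with less porphyrin fluorescence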
# Numbers without * were called inactive; i = inactive; . = not tested or not shown.
SMILES,CaV13 FRET inh,aDG glyco up,PDI turbidity,MC4R antagonist,Vif imaging,N-glyco inh,HTR2A ag,MC4R ag barr,H9c2 protect,ABCB6 inh MLPCN
CC1(C)CNc2cc([N+](=O)[O-])ccc2S1,-15,0.3,-6,-2,12,-1,-8,-1.1,-14,99
Cc1ccccc1NP(=O)(c1ccccc1)c1nc2ccccc2s1 (stereo unspecified),-1,-0.3,0,12,-1,-2,-4,-1.0,0,95
CCO[C@H]1OC(C(=O)O)=C[C@@H](c2ccc(C(F)(F)F)cc2)[C@@H]1CCCO,-11,0.1,4,-1,-2,2,3,-1.4,0,92
O=C1CC(C(=O)N2CCC(N3CCC(C(=O)NC4CC4)CC3)CC2)c2ccccc21 (stereo unspecified),-3,-0.1,10,-2,-1,2,-6,0.2,32,95
Nc1ccc(C(=O)N/N=C/c2cn(Cc3ccccc3)c3ccccc23)cc1,.,0.3,4,-4,-13,-4,-11,0.5,-3,107
CCOc1ccc(NC(=O)CCNS(=O)(=O)c2ccc(Br)s2)cc1,-4,0.3,4,3,-14,-2,1,2.7,-2,92
Cc1c(NC(=O)COC(=O)c2ccc(Br)o2)c(=O)n(-c2ccccc2)n1C,-7,0.1,3,17,12,1,0,1.8,-7,97
Cc1ccc(NC(=O)N2CCN(c3ccccn3)CC2)cc1,-7,0.1,1,19,0,2,1,-0.6,5,98
CC1CCC(C(=O)c2c(O)c3ccccc3oc2=O)CC1 (stereo unspecified),-5,0.0,2,1,-7,6,4,-0.1,2,94
Clc1cc2cccnc2c2ccccc12,-11,-0.2,1,-2,1,0,-3,-1.1,0,95
CC1CCN(c2ccc3nnc(CCC(=O)NC(C)C)n3n2)CC1,-19,0.0,7,9,-4,0,8,-0.5,4,97
COc1ccc(N2CCN(C(=O)Nc3ccccc3C)CC2)cc1,-10,-0.1,-1,14,-3,-2,1,-4.2,2,107
COc1ccccc1OCCCCOc1ccccc1C(C)=O,-14,0.1,-2,6,-8,0,3,4.3,-14,96
COc1cc2c(cc1C1NC(=S)NC(C)=C1C(N)=O)CCCC2 (stereo unspecified),-17,-0.6,7,7,1,13,2,-0.5,-5,101
O=[N+]([O-])c1ccc(SCc2c(F)cccc2Cl)nc1,-4,0.3,5,1,-1,-4,3,1.3,-3,90
COc1cccc(C2CC(=O)C3=C(C2)Nc2ccccc2N(C(=O)CCC(=O)O)C3c2ccc(F)cc2)c1 (stereo unspecified),-2,0.0,-1,2,1,0,9,-0.7,-9,95
CCOC(=O)c1ccccc1NC(=O)CN(c1ccccc1C)S(C)(=O)=O,-4,0.3,-5,5,-19,0,1,0.6,0,98
Cc1csc(NC(=O)CSc2nc(=O)cc(N)n2-c2ccc(F)cc2)n1,-3,0.1,-16,-9,8,5,-2,0.0,-1,98
FC(F)(F)c1ccc(Oc2ccccc2Cl)nc1,-5,0.6,4,4,4,2,1,-2.0,-1,97
CCOc1ccc(NC(=O)C(c2ccccn2)N(C(=O)CCl)c2ccc(OCC)cc2)cc1 (stereo unspecified),.,0.2,2,3,4,-4,1,0.1,-3,86
COc1ccc(/C=N/N=C/c2ccc(OC)cc2)cc1,-21,-0.2,-7,14,-5,3,-3,1.4,0,103
Cc1c(N2C(=O)c3ccc4c5c(ccc(c35)C2=O)CC4)c(=O)n(-c2ccccc2)n1C,.,0.1,-6,-4,11,4,1,-2.0,1,98
CC(=O)c1c(C)nn(CC(O)Cn2c3c(c4cc(C)ccc42)CCCC3=O)c1C (stereo unspecified),-4,-0.1,4,8,1,0,-7,0.5,15,89
Oc1ccc(N2CCN(c3nc(-c4cccs4)nc4ccccc34)CC2)cc1,-6,-0.2,2,12,-9,-1,-9,-0.8,10,95
COc1ccccc1-c1nnc(SCC(=O)NC2CCCCC2)o1,-4,-0.1,.,1,-6,0,3,-2.3,5,101

# Additional results:
SMILES,CaV13 FRET inh,aDG glyco up,PDI turbidity,MC4R antagonist,Vif imaging,N-glyco inh,HTR2A ag,MC4R ag barr,H9c2 protect,ABCB6 inh MLPCN
CCOC(=O)c1cccc(N2C(=O)c3ccccc3S2(=O)=O)c1,-4,0.0,-4,1,15,-2,-4,-1.0,-8,99
COc1ccc(C(C)(NC(C)=O)c2nc(-c3cnc4ccccc4c3)cs2)cc1 (stereo unspecified),-4,-0.2,8,2,-1,4,-3,-1.2,6,101
CCOC(=O)CCCNC(=O)COC(=O)CCC(=O)c1ccc(F)cc1,-4,0.0,0,2,13,0,4,-1.0,-3,96
O=C(CSc1ccc2nnc(-c3ccc(F)cc3)n2n1)N1CCOCC1,-7,0.2,-5,4,15,0,-2,-0.8,32,97
Cc1cccc(NC(=O)COC(=O)c2ccc(S(=O)(=O)N3CCCC3)cc2)c1,-6,0.2,-1,10,-7,3,3,-3.2,10,99
CC(Cc1ccccc1)C(=O)NCCO (stereo unspecified),-4,-0.3,-2,4,-2,1,9,0.8,8,99
Cc1cccc2cc(C(c3nnnn3CC3CCCO3)N3CCOCC3)c(=O)[nH]c12 (stereo unspecified),-5,0.1,5,6,5,0,1,-0.8,32,94
CC(=O)Nc1ccc2c(c1)-c1ccc(F)cc1C2,-6,-0.1,9,-2,0,1,2,-0.2,1,93
CC(C)(C)OC(=O)[C@H](NC(=O)OCc1ccccc1)c1ccccc1,-6,0.2,3,9,4,-1,-1,5.2,-2,101
COC(=O)CC1=C(C(=O)OC)C(c2cc(OC)c(OC)cc2OC)C(C#N)=C(N)O1 (stereo unspecified),-3,0.2,1,2,-7,1,0,-0.8,3,98
COc1ccnc(NCc2cccnc2)c1C#N,-10,-0.2,2,6,2,3,-3,-0.8,7,100
O=C(O)CSCC(=O)N1CCN(c2nc3cc(Cl)ccc3s2)CC1,-19,0.0,0,3,-6,4,5,-1.9,-6,99
COc1ccccc1C(=O)c1cc2ccc(O)cc2oc1=O,144*,-0.5,12,11,-3,0,0,-2.1,-2,101
N#Cc1ccc(C(=O)N2CCCCC2c2cc(C(=O)Nc3cccc(C#N)c3)no2)cc1 (stereo unspecified),-7,0.1,-4,19,-5,2,-10,1.5,5,99
O=C(Cn1ncc2c([nH]c3ccccc32)c1=O)Nc1cccnc1,-4,0.3,2,0,1,0,-1,-2.7,3,98
Cc1cc(C(=O)N2CCCC(CO)(Cc3ccc(F)cc3F)C2)nn1C (stereo unspecified),-14,0.0,11,-5,6,-2,0,-0.2,-5,i
CC1(Cc2cc(Cl)ccc2C(F)(F)F)C(=O)Nc2ccc(OC(F)(F)F)cc21 (stereo unspecified),.,0.4,-2,15,-11,-8,10,2.4,-20,100
CN(Cc1nccs1)C(=O)c1ccc(OC2CCN(Cc3ccccn3)CC2)cc1,-4,-0.1,-2,3,16,-3,2,-0.1,-1,89
Nn1c(SCC(=O)Nc2ccc(Oc3ccccc3)cc2)nnc1C1CC1,-2,0.5,-4,12,-2,-2,-6,0.1,-5,97
CCOC(CNc1cc(C)nc2c(-c3ccccc3OC)c(C)nn12)OCC,-4,0.2,0,10,.,2,2,-0.1,9,102
C=CCN1C(=O)CN=C1Nc1ccccc1,-5,0.1,-1,-2,4,1,3,-2.6,-4,98
NC(=S)NNC(=O)Nc1cccc(Cl)c1,-3,0.3,6,12,-1,1,0,-1.1,-2,99
CCOc1ccc(C(=O)N(Cc2ccccc2)c2cccc(C)c2)cc1OC,-3,0.1,0,6,-2,-4,-3,-1.1,1,103
CN(Cc1ccccc1)C(=O)[C@@H]1CCCN1C(=O)[C@@H]1CCCN1C(=O)c1cccc2ccccc12,-5,-0.2,.,.,.,.,1,.,.,98
CCS(=O)(=O)NCC(c1ccco1)N1CCN(c2ccc(F)cc2)CC1 (stereo unspecified),-1,0.0,5,10,4,3,-1,0.1,2,102
C=CCn1c(SCc2c(C)noc2C)nc2sc3c(c2c1=O)CCCC3,-7,0.4,0,5,-3,15,-4,-0.6,-10,107
Oc1ccccc1C1Nc2cccc3cccc(c23)N1,1,-0.4,-2,0,14,3,-3,-0.7,-6,86
CCc1nnc(NC(=O)CSc2nnc(-c3c[nH]c4ccccc34)n2CCOC)s1,-12,0.1,-2,15,-3,2,8,-0.2,25,102
Cc1ccccc1/C=N/NC(=O)Cc1ccc(Cl)cc1,-8,0.7,1,8,-4,-1,2,2.4,-14,95

# A run of entries taken from the entries so far:
SMILES,CaV13 FRET inh,aDG glyco up,PDI turbidity,MC4R antagonist,Vif imaging,N-glyco inh,HTR2A ag,MC4R ag barr,H9c2 protect,ABCB6 inh MLPCN
CC(C)(C)OC(=O)[C@H](NC(=O)OCc1ccccc1)c1ccccc1,-6,0.2,3,9,4,-1,-1,5.2,-2,101
COC(=O)CC1=C(C(=O)OC)C(c2cc(OC)c(OC)cc2OC)C(C#N)=C(N)O1 (stereo unspecified),-3,0.2,1,2,-7,1,0,-0.8,3,98
COc1ccnc(NCc2cccnc2)c1C#N,-10,-0.2,2,6,2,3,-3,-0.8,7,100
O=C(O)CSCC(=O)N1CCN(c2nc3cc(Cl)ccc3s2)CC1,-19,0.0,0,3,-6,4,5,-1.9,-6,99
COc1ccccc1C(=O)c1cc2ccc(O)cc2oc1=O,144*,-0.5,12,11,-3,0,0,-2.1,-2,101
N#Cc1ccc(C(=O)N2CCCCC2c2cc(C(=O)Nc3cccc(C#N)c3)no2)cc1 (stereo unspecified),-7,0.1,-4,19,-5,2,-10,1.5,5,99
O=C(Cn1ncc2c([nH]c3ccccc32)c1=O)Nc1cccnc1,-4,0.3,2,0,1,0,-1,-2.7,3,98
